# Bioassay records: PubChem, Broad Institute
# GSK3A inh: blockers of GSK3A enzyme activity – biochemical, luminescence, cell-free homogeneous, HTS, primary screen. hit rate 0.1% among 320,000. Glycogen synthase kinase-3 alpha (Homo sapiens), P49840. GSK-3 alpha kinase, ADP-Glo luminescence, 60 min. inhibition, % at 10 µM;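 in the data active = inhibition above about 50%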;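 note: GST-tagged GSK-3 alpha with peptide substrate and 25 µM ATP; 0% = DMSO neutral wells and 100% = GW8510 positive control wells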
# Target sequence (P49840 whole entry, looked up): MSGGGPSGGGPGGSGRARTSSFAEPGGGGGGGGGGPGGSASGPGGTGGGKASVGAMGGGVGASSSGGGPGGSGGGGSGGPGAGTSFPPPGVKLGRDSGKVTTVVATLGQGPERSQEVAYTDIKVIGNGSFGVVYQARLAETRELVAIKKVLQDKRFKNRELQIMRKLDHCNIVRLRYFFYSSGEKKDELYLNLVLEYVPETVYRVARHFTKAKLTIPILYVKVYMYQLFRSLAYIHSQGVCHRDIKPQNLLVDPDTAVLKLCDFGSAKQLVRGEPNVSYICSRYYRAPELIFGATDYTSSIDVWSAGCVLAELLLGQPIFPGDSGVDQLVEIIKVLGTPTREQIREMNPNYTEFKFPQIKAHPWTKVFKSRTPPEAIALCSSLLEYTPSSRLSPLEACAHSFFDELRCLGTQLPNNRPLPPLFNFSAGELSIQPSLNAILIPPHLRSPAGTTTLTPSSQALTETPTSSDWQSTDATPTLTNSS
# Dyrk1A ADPGlo: rat Dyrk1A kinase inhibitors, primary screen, biochemical, single point, plate reader | Dual specificity tyrosine-phosphorylation-regulated kinase 1A (Rattus norvegicus), Q63470 | ADP-Glo luminescence, NFATc1 peptide | inhibition, % at 12.5 µM | hit rate 0.43% among 310,000; in the data active = inhibition above about 50%;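 note: plate controls were vehicle with enzyme for no effect and no enzyme for full effect; many of its hits are not listed in these tables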
# * hit, by the source's call; · = not tested or not shown. An excerpt; rates above refer to the full screens.
SMILES,GSK3A inh,Dyrk1A ADPGlo
CCCCn1c(N)c(N(CCC(C)C)C(=O)COC(=O)c2cccnc2SC)c(=O)[nH]c1=O,·,-1
O=C(O)c1cc(O)ccc1O,·,4
Cc1ccc(Cc2ccccc2C(=O)O)cc1,·,-5
CC1CCCN(C(=O)CNC(=O)c2sc3ccccc3c2Cl)C1 (stereo not given),·,24
CCN(C(=O)CSc1nc2ccc(O)cc2c(=O)n1-c1ccc(OC)c(OC)c1)C1CCS(=O)(=O)C1 (stereo not given),·,4
O=C(Cc1ccccc1)c1ccc(O)cc1,·,5
CCCCNS(=O)(=O)CCNCCc1ccccc1,·,2
O=C(CCS(=O)(=O)c1ccc(Cl)cc1)Nc1nccs1,·,-2
CC[C@]12c3[nH]c4cc(-c5ccco5)ccc4c3CCN1C(=O)[C@@H](CC(=O)NCCc1ccccn1)C[C@@H]2C(=O)N1CCN(C(=O)c2ccco2)CC1,·,-4
COc1ccccc1NC(=O)C(C)OC(=O)Cc1ccsc1 (stereo not given),·,3
O=[N+]([O-])c1ccc(NC(c2ccccc2)c2ccc3cccnc3c2O)cc1 (stereo not given),·,-3
C[C@H](CO)N1C[C@H](C)[C@@H](CN(C)S(=O)(=O)c2ccc(F)cc2)Oc2ccc(NC(=O)c3ccncc3)cc2C1=O,·,9
CC(C)CN1CCN(CCCOC(=O)Nc2cccc3ccccc23)CC1C (stereo not given),·,4
CC1CC(C)CN(S(=O)(=O)c2ccc(NC(=O)CN3CCCCCC3)cc2)C1 (stereo not given),·,2
Cc1ccc2nc3c(cc(C(=O)NCc4ccccc4)c(=N)n3CCCn3ccnc3)c(=O)n2c1,·,9
COCCN(C(=O)COC(=O)c1ccc(-c2ccccc2)cc1)c1c(N)n(Cc2ccccc2)c(=O)[nH]c1=O,·,-2
N#CC(=C1C=CC(=NO)C(Cl)=C1)c1ccc(Cl)cc1,·,-2
COc1ccccc1N(C)S(=O)(=O)c1ccc(C(=O)Nc2nc(C)c(C(C)=O)s2)cc1,·,-3
COC(=O)[C@]1(Cc2ccccc2)N[C@H](CN(C)C(=O)c2ccccc2)[C@@H]2C(=O)N(C)C(=O)[C@@H]21,·,0
COCCN(C(=O)CSc1nnc(-c2ccncc2)n1C)c1c(N)n(CC(C)C)c(=O)[nH]c1=O,·,-5
CSCCC(NC(=O)c1ccc(Cl)cc1Cl)C(=O)N(C)Cc1nc2ccccc2c(=O)[nH]1 (stereo not given),·,1
O=C(NNC(=O)c1csc(N2CCOCC2)n1)c1ccc(=O)[nH]c1,-3,7
O=C(COC(=O)c1ccc(Br)o1)NCc1ccc(F)cc1,0,-4
Cc1cccc(NS(=O)(=O)c2ccc(C)c(C(=O)NCc3cccnc3)c2)c1,-2,-6
COc1ccc(-c2cc(C(=O)N3CCN(c4ncccn4)CC3)c3ccccc3n2)cc1OC,-5,5
CCOC(=O)c1ccc(S(=O)(=O)n2c(=O)oc3ccccc32)cc1,-2,2
Cc1noc(C)c1NC(=O)Nc1cccc2c1O[C@H](CN(C)C(=O)Nc1ccc3c(c1)OCO3)[C@@H](C)CN([C@H](C)CO)C2=O,-2,0
Cc1ccc(C)c(NC(=O)CN(C)C(=O)c2ccccc2OCc2c(C)noc2C)c1,-4,-1
Cc1ccc2c(c1)CCCN2CC(=O)Nc1cc(S(=O)(=O)N2CCCC2)ccc1Cl,-1,0
CN(CC(=O)Nc1cccc(F)c1)C(=O)CN1c2cccc3cccc(c23)S1(=O)=O,1,-4
CN(C(=O)c1ccc(NC(=O)C2CCCN(C(=O)OC(C)(C)C)C2)cc1)C1CC1 (stereo not given),-1,10
O=C(NCC1CC1)c1cccc2c1C(=O)c1ccc(-c3ccc(OC(F)(F)F)cc3)cc1S2(=O)=O,-1,-1
O=C(NCc1ccc(Cl)cc1)[C@@H]1CCCN1S(=O)(=O)c1ccc(Cl)cc1,0,1
CCc1ccccc1NC(=O)CN(C)C(=O)c1cc(C2CC2)nc2c1cnn2C(C)C,0,2
Cc1cnc(NC(=O)c2ccc(F)c(S(=O)(=O)N3CCOCC3)c2)s1,4,20
Cn1cccc1C(=O)NC(=O)COC(=O)c1ccc(S(C)(=O)=O)c([N+](=O)[O-])c1,2,3
COC(=O)c1ccc(/C=C/c2c(-c3ccc(OC)cc3)sc3ccccc23)cc1,-1,3
Nc1c(C(=O)CSc2nc(-c3ccccc3)cs2)c(=O)[nH]c(=O)n1C1CC1,-2,0
CCOc1ccc(S(=O)(=O)NCCC(=O)N2CCN(c3ncccn3)CC2)cc1,0,2
COc1ccc(C(CNC(=O)c2ccc(N3CCCC3=O)cc2)N2CCCC2)cc1 (stereo not given),-5,-1
COc1cc(-c2noc(C)c2C(=O)NCCc2cccs2)cc(OC)c1OC,2,0
CCCN(C(=O)C(NC(=O)c1ccccc1)C(C)C)c1c(N)n(Cc2ccccc2)c(=O)[nH]c1=O (stereo not given),-2,-4
C=CC[C@@H](CC(=O)N(CCO)Cc1ccccc1)C(=O)N[C@@H](COC(=O)[C@H](CC=C)CC(=O)OC(C)(C)C)Cc1c[nH]c2ccccc12,0,2
O=C1N[C@@H](Cc2ccccc2)COC(=O)[C@@H](Cc2ccc(F)cc2)CC/C=C/C[C@@H]1CC(=O)N(CCO)Cc1ccccc1,2,6
COc1ccc(-c2sc3cc4c(cc3c2-c2ccc3c(c2)OCCO3)OCO4)cc1,-3,3
O=C(COC(=O)c1ccc(Cl)cc1)NC1CCCCCC1,0,-2
O=C(COC(=O)CCC(=O)c1ccc(F)cc1)Nc1ccc(Cl)cn1,0,3
C#CCOCCOCCOCCNc1nc(N2CCN(C(=O)[C@H](CCCCN)n3cc(CN)nn3)CC2)nc(N2CCN(C(=O)[C@H](CCCN=C(N)N)n3cc(C(N)[C@H](C)CC)nn3)CC2)n1 (stereo not given in full),9,12
C=CCSCC1Nc2cc(Cl)c(S(N)(=O)=O)cc2S(=O)(=O)N1 (stereo not given),-3,2
O=C(CN1CCN(C(=O)CNC(=O)c2ccc3c(c2)OCO3)CC1)Nc1cccc(F)c1,-3,-1
CC1(c2ccc3c(c2)OCCCO3)NC(=O)N(CC(=O)Nc2cccc(C#N)c2)C1=O (stereo not given),-1,3
COC(=O)c1c(C(=O)c2ccc(Br)cc2)n(C)c2ccccc12,-3,3
CN(CC(=O)Nc1ccccc1C(=O)NC1CC1)Cc1ccco1,-9,1
Cn1c(C=O)c(C#Cc2ccccc2)c2ccccc21,0,3
CN(CC(=O)Nc1cc(S(=O)(=O)N2CCCCCC2)ccc1Cl)Cc1ccc2c(c1)OCO2,-1,-4
O=C(CSc1ccc(Br)cc1)NC1CCCCCC1,4,1
O=C(NCC(c1ccccc1Cl)N1CCCC1)C1CCN(C(=O)Nc2ccccc2)CC1 (stereo not given),-1,-5
NCc1cccc(CNc2ccc([N+](=O)[O-])cc2C(N)=O)c1,84*,24
COCCn1c(SCC(=O)NC(=O)NC2CCCCC2)nc2ccccc2c1=O,-1,-3
CCN(CC(=O)Nc1ccc(NC(C)=O)cc1)C(=O)c1ccc(C(=O)c2ccccc2)cc1,-2,-5

# 14 consecutive records from above, for reference:
SMILES,GSK3A inh,Dyrk1A ADPGlo
O=C(COC(=O)CCC(=O)c1ccc(F)cc1)Nc1ccc(Cl)cn1,0,3
C#CCOCCOCCOCCNc1nc(N2CCN(C(=O)[C@H](CCCCN)n3cc(CN)nn3)CC2)nc(N2CCN(C(=O)[C@H](CCCN=C(N)N)n3cc(C(N)[C@H](C)CC)nn3)CC2)n1 (stereo not given in full),9,12
C=CCSCC1Nc2cc(Cl)c(S(N)(=O)=O)cc2S(=O)(=O)N1 (stereo not given),-3,2
O=C(CN1CCN(C(=O)CNC(=O)c2ccc3c(c2)OCO3)CC1)Nc1cccc(F)c1,-3,-1
CC1(c2ccc3c(c2)OCCCO3)NC(=O)N(CC(=O)Nc2cccc(C#N)c2)C1=O (stereo not given),-1,3
COC(=O)c1c(C(=O)c2ccc(Br)cc2)n(C)c2ccccc12,-3,3
CN(CC(=O)Nc1ccccc1C(=O)NC1CC1)Cc1ccco1,-9,1
Cn1c(C=O)c(C#Cc2ccccc2)c2ccccc21,0,3
CN(CC(=O)Nc1cc(S(=O)(=O)N2CCCCCC2)ccc1Cl)Cc1ccc2c(c1)OCO2,-1,-4
O=C(CSc1ccc(Br)cc1)NC1CCCCCC1,4,1
O=C(NCC(c1ccccc1Cl)N1CCCC1)C1CCN(C(=O)Nc2ccccc2)CC1 (stereo not given),-1,-5
NCc1cccc(CNc2ccc([N+](=O)[O-])cc2C(N)=O)c1,84*,24
COCCn1c(SCC(=O)NC(=O)NC2CCCCC2)nc2ccccc2c1=O,-1,-3
CCN(CC(=O)Nc1ccc(NC(C)=O)cc1)C(=O)c1ccc(C(=O)c2ccccc2)cc1,-2,-5

# New compounds follow.
SMILES,GSK3A inh,Dyrk1A ADPGlo
CC1CCCCC12NC(=O)N(CC(=O)OCC(=O)NC(=O)c1ccccc1)C2=O (stereo not given),-1,3
Cc1noc(C)c1S(=O)(=O)Nc1ccc2c(c1)CC(=O)N([C@H](C)CO)C[C@H](C)[C@H](CN(C)S(=O)(=O)c1ccc(F)cc1)O2,0,11
Cc1ccc(N2CC(C(=O)OCC(=O)Nc3ccc(Cl)cc3)CC2=O)cc1 (stereo not given),-1,2
CCN(CC(=O)Nc1ccccc1OC)C(=O)c1ccccc1Sc1ccccc1C#N,2,-1
COc1cccc(/C=C/C(=O)c2ccc3c(c2)OCO3)c1OC,-4,-1
COc1ccc([C@H]2CC(=O)C=C(c3ccccc3Oc3ccccc3)C2)cc1,-2,-9
COCCN(C(=O)CSc1ccc2c(c1)OCCO2)c1c(N)n(CC(C)C)c(=O)[nH]c1=O,0,-1
Cc1ccc(NS(=O)(=O)c2ccc(C(C)C)cc2)cc1S(=O)(=O)N1CCOCC1,-2,-3
Cc1ccc(S(=O)(=O)N2CCOCC2)cc1NC(=O)COC(=O)c1ccc(Cl)s1,0,2
Cc1ccc(NC(=O)c2ccc(=O)[nH]c2)cc1S(=O)(=O)N1CCCCCC1,-1,6
O=C(COc1ccc(F)cc1Cl)Nc1cccc(S(=O)(=O)N2CCCCCC2)c1,-3,-2
COc1cccc(CC(=O)OCC(=O)NCCc2ccc(F)cc2)c1,-2,-1
Cc1ccccc1-c1cc(C(=O)NCC2CC2)nn1CC1CC(c2cccc([N+](=O)[O-])c2)=NO1 (stereo not given),-3,-9
Cc1ccc(NC(=O)C2CCCCC2)cc1C,-2,-1
CC1(C)CC(=O)C=C(c2cccc(O)c2)C1,-2,10
Cc1n[nH]c(=O)c2c(NC(=O)CSc3nnc(-c4ccco4)n3C)oc(C)c12,0,-5
Cn1c(N)c(C(=O)CSc2nc(C3CC3)n(-c3ccccc3)n2)c(=O)n(C)c1=O,0,0
O=C(COC(=O)CCN1C(=O)c2ccccc2C1=O)Nc1ccccc1[N+](=O)[O-],-2,0
O=C(CN1C(=O)NC(c2ccccc2)(c2ccccc2)C1=O)NC1CCCC1,0,5
N#Cc1cccc(NC(=O)C2CCCN(C(=O)c3ccc(Cl)cc3)C2)c1 (stereo not given),-4,1
CCOc1ccc(OCC(=O)OCc2cc(=O)n3cc(Br)ccc3n2)cc1,0,-6
C/C(=C\c1ccc2c(c1)OCO2)C1Nc2cccc3cccc(c23)N1,0,4
CCc1ccccc1C1=CC(=O)C[C@H](c2ccc(OC)cc2)C1,-4,1
Cc1cccc(NS(=O)(=O)c2cccc(C(=O)NNC(=O)c3ccccc3O)c2)c1,-1,8
O=S(=O)(c1ccc2ccccc2c1)N1CCN(c2ccc(O)cc2)CC1,-1,2
CSc1ccccc1NC(=O)COC(=O)Cc1ccsc1,-3,-2
O=C(CCc1ccc(S(=O)(=O)N2CCOCC2)cc1)Nc1ccc(F)c(F)c1F,-2,4
Cc1cc(C(=O)NN=Cc2c(C)[nH]c3ccccc23)c(C)o1,-2,-2
COc1ccc(NC(=S)NC(=NS(=O)(=O)c2ccc(Cl)cc2)c2ccccc2)cc1,-1,-2
O=C1CC[C@H](O)CCN1[C@H](CSc1ccc(Br)cc1)Cc1ccccc1,0,10
COc1cc(OC)cc(C(=O)NCCCCCCNC(=O)c2cc(OC)cc(OC)c2)c1,1,-4
Cc1ccc(S(=O)(=O)N2[C@@H](c3cccc(Cl)c3)C(C(=O)O)=CC[C@H]2c2cccc(Cl)c2)cc1,2,-2
COCC(=O)Nc1c(I)c(C(=O)NCC(O)CO)c(I)c(C(=O)N(C)CC(O)CO)c1I (stereo not given),2,4
COc1ccc(CNC(=O)COC(=O)C(CCSC)N2C(=O)c3ccccc3C2=O)cc1 (stereo not given),-6,-2
O=C(O)c1cccc2c1C(=O)c1cc(Br)ccc1S2(=O)=O,-1,9
COc1ccc(CNC(=O)C(C)OC(=O)c2cccc(N(C)C)c2)cc1 (stereo not given),-2,-5
C#CCOCCOCCOCCNc1nc(N2CCN(C(=O)CCCCCCCCCCNC(=O)[C@H](CO)n3cc(CCCSC)nn3)CC2)nc(N2CCN(C(=O)CCCCCCCCCCNC(=O)[C@H](CCCN=C(N)N)n3cc(C[C@@H](C)CC)nn3)CC2)n1,-4,-1
CNC(=O)C1CC(=O)N(c2ccc(OCC(=O)Nc3ccc(OC)cc3)cc2)C1 (stereo not given),2,-6
O=C(CCNC(=O)c1ccc(Br)cc1)NCCCN1CCOCC1,4,3
Cc1ccc(NC(=O)CN(C)C(=O)C(C)N2CCN(Cc3ccccc3C)CC2)cc1 (stereo not given),-2,-2
N#CCC(=O)Nc1ccc(C(=O)OCC(=O)NC(=O)NCc2ccco2)cc1,3,-1
NC(=O)C1CCCN(C(=O)c2ccc3c(c2)NC(=O)CS3)C1 (stereo not given),-1,1
C[C@@H]1CN([C@@H](C)CO)C(=O)c2cccc(NC(=O)Nc3ccc4c(c3)OCO4)c2O[C@H]1CN(C)S(=O)(=O)c1cn(C)cn1,-2,2
O=C(Nc1cc(Cl)ccc1N1CCOCC1)C1CC1,-2,-2
